# Pf apPOL inh = Pf-apPOL DNA polymerase inhibition. Recombinant Pf-apPOL, molecular beacon fluorescence, 1.5 h. inhibition, % at 10 µM. 210,000 tested, 0.25% active. AID 1794808
# mHTT CaM bind = mHTT-calmodulin interaction abrogation; AlphaScreen His-mHTT/GST-CaM binding, luminescence; inhibition, % at 15 µM; 190,000 tested, 3.6% active;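 further: 0% = both proteins with DMSO and 100% = one protein alone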
# Target sequence (P42858 whole entry, looked up, stated change not applied): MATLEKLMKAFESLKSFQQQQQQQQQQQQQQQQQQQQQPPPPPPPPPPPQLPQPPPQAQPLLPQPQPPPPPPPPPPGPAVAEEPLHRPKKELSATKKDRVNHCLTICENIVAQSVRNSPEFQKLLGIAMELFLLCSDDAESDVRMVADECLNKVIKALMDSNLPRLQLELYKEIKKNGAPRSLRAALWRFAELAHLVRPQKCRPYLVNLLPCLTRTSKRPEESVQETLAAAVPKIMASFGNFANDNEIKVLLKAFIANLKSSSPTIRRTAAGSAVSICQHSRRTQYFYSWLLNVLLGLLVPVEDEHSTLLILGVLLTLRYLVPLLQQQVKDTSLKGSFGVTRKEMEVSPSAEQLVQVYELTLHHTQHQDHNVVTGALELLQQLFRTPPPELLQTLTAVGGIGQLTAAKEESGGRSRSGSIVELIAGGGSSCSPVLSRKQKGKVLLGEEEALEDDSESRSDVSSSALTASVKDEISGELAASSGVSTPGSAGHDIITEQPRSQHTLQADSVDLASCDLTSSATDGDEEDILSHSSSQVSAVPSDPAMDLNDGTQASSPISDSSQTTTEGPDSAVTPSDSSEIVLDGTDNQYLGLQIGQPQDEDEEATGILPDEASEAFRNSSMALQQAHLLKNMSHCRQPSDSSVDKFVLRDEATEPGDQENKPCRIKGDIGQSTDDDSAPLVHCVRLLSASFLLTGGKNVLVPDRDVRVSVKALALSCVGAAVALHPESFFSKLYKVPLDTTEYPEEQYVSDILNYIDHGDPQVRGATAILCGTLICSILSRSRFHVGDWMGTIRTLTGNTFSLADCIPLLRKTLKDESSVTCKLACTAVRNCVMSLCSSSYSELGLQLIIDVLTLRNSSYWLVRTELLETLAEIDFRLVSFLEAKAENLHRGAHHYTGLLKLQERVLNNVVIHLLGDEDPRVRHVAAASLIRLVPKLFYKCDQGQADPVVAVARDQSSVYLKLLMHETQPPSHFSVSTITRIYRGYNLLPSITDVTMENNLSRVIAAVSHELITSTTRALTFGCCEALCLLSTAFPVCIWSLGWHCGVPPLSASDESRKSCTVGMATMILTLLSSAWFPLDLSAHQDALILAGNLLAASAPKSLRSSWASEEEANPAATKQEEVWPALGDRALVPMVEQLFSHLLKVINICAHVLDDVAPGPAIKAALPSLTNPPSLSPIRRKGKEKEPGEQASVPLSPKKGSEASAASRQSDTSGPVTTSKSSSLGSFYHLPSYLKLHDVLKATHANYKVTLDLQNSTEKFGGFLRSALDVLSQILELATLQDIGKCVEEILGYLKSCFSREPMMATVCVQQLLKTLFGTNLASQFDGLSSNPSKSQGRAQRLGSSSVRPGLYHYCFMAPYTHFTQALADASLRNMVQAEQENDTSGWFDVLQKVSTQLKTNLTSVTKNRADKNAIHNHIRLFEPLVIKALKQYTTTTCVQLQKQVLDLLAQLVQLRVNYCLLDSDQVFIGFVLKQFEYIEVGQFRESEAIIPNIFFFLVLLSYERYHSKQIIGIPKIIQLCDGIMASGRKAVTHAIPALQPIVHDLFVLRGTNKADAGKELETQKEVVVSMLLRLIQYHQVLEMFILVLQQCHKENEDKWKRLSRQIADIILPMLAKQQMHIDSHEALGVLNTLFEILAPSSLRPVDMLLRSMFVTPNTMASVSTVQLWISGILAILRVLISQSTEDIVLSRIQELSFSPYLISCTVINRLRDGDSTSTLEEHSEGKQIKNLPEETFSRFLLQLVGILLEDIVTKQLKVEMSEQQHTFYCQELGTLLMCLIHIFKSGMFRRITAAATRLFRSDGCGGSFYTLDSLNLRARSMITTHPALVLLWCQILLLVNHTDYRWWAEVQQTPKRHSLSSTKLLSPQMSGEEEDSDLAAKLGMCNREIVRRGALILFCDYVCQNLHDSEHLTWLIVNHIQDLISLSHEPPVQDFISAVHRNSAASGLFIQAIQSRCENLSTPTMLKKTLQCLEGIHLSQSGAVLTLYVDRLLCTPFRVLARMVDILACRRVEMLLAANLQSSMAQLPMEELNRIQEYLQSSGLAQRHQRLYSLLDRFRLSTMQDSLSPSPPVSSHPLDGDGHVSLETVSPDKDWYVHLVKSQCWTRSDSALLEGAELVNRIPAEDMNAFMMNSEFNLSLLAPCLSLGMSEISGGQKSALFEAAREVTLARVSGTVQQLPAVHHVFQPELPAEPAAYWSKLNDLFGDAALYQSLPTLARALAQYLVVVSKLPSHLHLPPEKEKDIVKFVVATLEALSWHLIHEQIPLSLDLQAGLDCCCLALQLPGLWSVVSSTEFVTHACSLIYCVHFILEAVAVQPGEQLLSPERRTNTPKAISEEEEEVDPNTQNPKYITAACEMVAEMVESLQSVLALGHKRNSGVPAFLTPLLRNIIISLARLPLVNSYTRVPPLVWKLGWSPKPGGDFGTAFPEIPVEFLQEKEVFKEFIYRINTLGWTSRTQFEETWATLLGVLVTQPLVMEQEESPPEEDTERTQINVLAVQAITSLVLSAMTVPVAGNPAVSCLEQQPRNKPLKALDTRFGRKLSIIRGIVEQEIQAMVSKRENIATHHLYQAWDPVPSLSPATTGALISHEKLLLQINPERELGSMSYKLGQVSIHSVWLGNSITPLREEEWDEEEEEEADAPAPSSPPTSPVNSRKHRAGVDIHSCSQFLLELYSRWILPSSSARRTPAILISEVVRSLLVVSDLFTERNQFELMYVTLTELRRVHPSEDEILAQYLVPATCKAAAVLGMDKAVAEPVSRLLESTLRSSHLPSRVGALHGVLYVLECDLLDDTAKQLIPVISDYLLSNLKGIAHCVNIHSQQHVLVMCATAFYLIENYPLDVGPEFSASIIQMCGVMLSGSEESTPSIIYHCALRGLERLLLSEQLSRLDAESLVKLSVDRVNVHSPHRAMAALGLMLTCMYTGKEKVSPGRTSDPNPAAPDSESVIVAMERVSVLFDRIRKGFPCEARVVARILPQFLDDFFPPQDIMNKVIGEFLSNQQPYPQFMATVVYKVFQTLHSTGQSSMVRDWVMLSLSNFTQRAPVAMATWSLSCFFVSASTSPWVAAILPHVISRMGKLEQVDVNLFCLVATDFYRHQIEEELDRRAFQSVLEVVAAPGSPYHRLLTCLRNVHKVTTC
# * = called active by the depositor; i = inactive; x = not tested or not shown; & = joins results of further samples. No stated cut-off is given here; in the data, active means inhibition above about 50%; inactive means the rest. Some of the compounds tested (hit frequency here may not be typical).
# The opening two compounds as a preview:
SMILES,Pf apPOL inh,mHTT CaM bind
C[C@]12CC[C@@H]3c4ccc(O)cc4CC[C@H]3[C@@H]1CC[C@@H]2O,-1.9,x
COc1ccc(C=C2Oc3c(ccc(O)c3CN3CCCC(C)C3)C2=O)c(OC)c1 (configuration not stated),-14.1,19.1

# The listing, previewed entries included:
SMILES,Pf apPOL inh,mHTT CaM bind
C[C@]12CC[C@@H]3c4ccc(O)cc4CC[C@H]3[C@@H]1CC[C@@H]2O,-1.9,x
COc1ccc(C=C2Oc3c(ccc(O)c3CN3CCCC(C)C3)C2=O)c(OC)c1 (configuration not stated),-14.1,19.1
Cc1ccccc1CNC(=O)C1CC(=O)N(c2ccc3c(c2)CCN3C(=O)C2CC2)C1 (configuration not stated),-0.7,3.8
COc1ccc(OC)c(NS(=O)(=O)c2cc(Cl)ccc2Cl)c1,x,-2.2
O=C(Cc1ccc(Cl)cc1)Nc1ccc(-c2nc3ccccc3[nH]2)cc1,-0.8,11.0
CC(=O)Nc1ccc(NC(=O)c2c(I)cnn2C)cc1,-13.6,-1.8
Cc1cccc(-n2nc3c(c2NC(=O)CC2CCCCC2)CS(=O)(=O)C3)c1C,-5.5,0.0
Cn1c(=O)c2ccnn2c2ccc(C(=O)NCc3ccccc3)cc21,3.1,-1.5
N#Cc1cc2c(nc1SCC(=O)Nc1ccc(S(N)(=O)=O)cc1)CCCCC2,-2.8&-6.3,4.0&12.6
CCCCc1nc(OCC(=O)c2ccccc2)c(C#N)c2c1COC(C)(C)C2,7.5,-10.0
CN1C(=O)C2CCCCN2c2ccc(C(=O)NCCCN3CCOCC3)cc21 (configuration not stated),-0.2,3.1
CC(C)(C)n1nc2c(c1NC(=O)c1ccccc1Cl)CS(=O)(=O)C2,-1.3,-1.0
N#C/C(=C\c1ccc(I)o1)c1ccc(F)cc1,-88.8,-1.6
COc1ccc(N2C(=O)CN=C2Nc2nc(C)cc(C)n2)cc1OC,-4.1,1.0
CC(NS(=O)(=O)c1ccc(F)cc1)C1C2CC3CC(C2)CC1C3 (configuration not stated),-3.6,-2.0
CCOc1ccccc1NC(=O)c1cn(C)c(=O)c2cc(OC)c(OC)cc12,6.2,3.0
COc1ccc(C(=O)Nc2c3c(nn2-c2ccc(C)cc2)CS(=O)C3)c(OC)c1 (configuration not stated),-36.2,-1.0
CCOc1cc(C(=O)Nc2ccc(S(=O)(=O)N3CCCC3)cc2)cc(OCC)c1OCC,-8.1,8.9
N#CCC1(C#N)C2CC3CC(C2)CC1C3 (configuration not stated),1.9,x
COc1ccc(C(=O)COc2ccc3c(=O)c(-c4ccccc4OC)c(C)oc3c2)cc1,1.2,8.2

# A different layout for 4 compounds above:
CCOc1ccccc1NC(=O)c1cn(C)c(=O)c2cc(OC)c(OC)cc12
  Pf apPOL inh = 6.2
  mHTT CaM bind = 3.0
COc1ccc(C(=O)Nc2c3c(nn2-c2ccc(C)cc2)CS(=O)C3)c(OC)c1 (configuration not stated)
  Pf apPOL inh = -36.2
  mHTT CaM bind = -1.0
CCOc1cc(C(=O)Nc2ccc(S(=O)(=O)N3CCCC3)cc2)cc(OCC)c1OCC
  Pf apPOL inh = -8.1
  mHTT CaM bind = 8.9
N#CCC1(C#N)C2CC3CC(C2)CC1C3 (configuration not stated)
  Pf apPOL inh = 1.9
  mHTT CaM bind = x

# (further entries)
SMILES,Pf apPOL inh,mHTT CaM bind
NC(=O)c1ccc(Oc2cccc(Oc3ccc(C(N)=O)cc3)c2)cc1,0.8,-0.9
CCN(CC)S(=O)(=O)N1CCCC(C(=O)NCc2ccc(F)cc2)C1 (configuration not stated),-7.7,-8.0
COC(=O)C1CN(Cc2cn(Cc3ccc(F)cc3)nn2)CCS(=O)(=O)N1Cc1ccccc1 (configuration not stated),-0.1,9.2
CCN(CC)c1ccc(CNc2ccc3c(c2)ncn3C)cc1,-2.1,84.0*
O=C1c2ccc([N+](=O)[O-])cc2C(=O)N1Cc1nc2cc(Cl)ccc2c(=O)o1,-8.6,-9.0
NC(=O)NO,-1.9,x
CS(=O)(=O)N(CC(=O)N1CCN(Cc2ccccc2)CC1)c1cccc([N+](=O)[O-])c1,9.5,3.1
COc1ccc(CNC(=O)Nc2ccc(CC(=O)N(C)C)cc2)cc1,-6.6,-6.6
Cc1noc(COC2CCCN(C(=O)COc3ccccc3)C2)n1 (configuration not stated),-2.0,-7.5
O=C(Nc1cccc2ccc(-n3ccnc3)nc12)C1COc2ccccc2O1 (configuration not stated),-6.1,24.5

# Reprinted at random: 2 compounds from above, in no set order.
SMILES,Pf apPOL inh,mHTT CaM bind
COc1ccc(CNC(=O)Nc2ccc(CC(=O)N(C)C)cc2)cc1,-6.6,-6.6
CCN(CC)c1ccc(CNc2ccc3c(c2)ncn3C)cc1,-2.1,84.0*

# Continued:
SMILES,Pf apPOL inh,mHTT CaM bind
CCN1CCN(CCC(=O)Nc2ccccc2C)CC1,-11.9,2.6
O=C(c1ccccc1F)N1CCC(COc2ccccc2C(=O)N2CCCC2)CC1,3.4,-6.9
CCOc1ccc(Nc2nc(-c3ccc(OC)c(F)c3)cs2)cc1,-4.0,32.0
CC1CCN(CCNC(=O)CN2C(=O)C3CCCN3C(=O)c3ccc(F)cc32)CC1 (configuration not stated),-11.7,1.1
Cc1c(Cl)cccc1NC(=O)CCS(=O)(=O)c1ccc(Br)s1,0.4,2.0
COc1ccc(-c2c(C)oc3cc(OC(=O)c4ccccc4F)ccc3c2=O)cc1OC,-5.1,-5.8
CC1(C(=O)O)CCC(C(=O)NCCc2ccccc2)C1(C)C (configuration not stated),-8.5,-5.6
COc1cccc2cc(C(=O)Nc3ccccc3)c(=Nc3ccc(F)cc3)oc12,-1.4,-1.0
CCN1CCN(C2CCC(C)C2)CC1 (configuration not stated),-1.7,-1.6
Cc1ncnc2c1CCC(=O)N2CCN1CCOCC1,-3.4,0.5

# Full records, looked up by structure. Order of screens: Pf apPOL inh	mHTT CaM bind
# Cc1c(Cl)cccc1NC(=O)CCS(=O)(=O)c1ccc(Br)s1 as listed: 0.4	2.0
# COc1cccc2cc(C(=O)Nc3ccccc3)c(=Nc3ccc(F)cc3)oc12 as listed: -1.4	-1.0
# CCN1CCN(C2CCC(C)C2)CC1 (configuration not stated) as listed: -1.7	-1.6
# CC1(C(=O)O)CCC(C(=O)NCCc2ccccc2)C1(C)C (configuration not stated) as listed: -8.5	-5.6

# The list goes on:
SMILES,Pf apPOL inh,mHTT CaM bind
CCN(CC)C(=O)COCC1CCCN2CCCCC12 (configuration not stated),x,-4.6
COc1ccc(-c2c3c(=O)n(C)c(=O)n(C)c3cn2Cc2ccccc2)cc1,24.5,25.0
COC(=O)C1=C(N)Oc2c(Br)cc(Br)cc2C1C(C#N)C(=O)OC (configuration not stated),i,x
Cc1ccc2nc(SCC(=O)NC3Cc4ccccc4C3)[nH]c2c1,-6.2&-2.3,x
COc1ccc(C2C(C(=O)N3CCN(C)CC3)c3cc(OC)c(OC)cc3C(=O)N2C)cc1 (configuration not stated),2.3,1.0
Cc1ccc(-c2c(C(=O)N3CCN(C(C)C)CC3)nc3ccccn23)cc1,3.6,3.6
CC(c1ccccc1)C1Nc2ccccc2C(=O)N1CCc1ccccc1 (configuration not stated),0.2,3.0
CSc1ccc(NC(=O)CN2C(=O)C3CCCN3C(=O)c3ccc(F)cc32)cc1 (configuration not stated),-9.0,3.8
CCC(C)NC(=O)c1cc2c(s1)CCN(C(=O)c1ccccc1)C2 (configuration not stated),-1.9,2.1
Brc1ccc(-n2cc(-c3ccccc3)c3c(N4CCOCC4)ncnc32)cc1,-3.8,-3.0
O=C(Nc1ccc2c(c1)OCO2)c1ccc([N+](=O)[O-])cc1,-6.2,5.4
Cc1ccc(-c2csc(NC(=O)c3ccc([N+](=O)[O-])cc3)n2)c(C)c1,1.6,10.4
O=C1S/C(=C\c2ccc(Cl)cc2)C(=O)N1Cc1ccccc1,1.3,-3.0
CCN1CCN(c2ncc(C(=O)NCCC3=CCCCC3)c3ccccc23)CC1,-1.9,11.0
COc1ccc(C(=O)N2CCOC2CNC(=O)C(=O)NCc2ccc(F)cc2)cc1 (configuration not stated),0.5,1.2
O=C(C1CCCC1)N1CCn2c(nnc2-c2ccccc2)C1,-6.2,6.1
Cc1ccc(-n2cc3c([N+](=O)[O-])cc([N+](=O)[O-])cc3n2)cc1,0.1,13.0
Cc1ccc(C(O)CNC(=O)C2(c3ccccc3)CCOCC2)o1 (configuration not stated),-5.3,-10.4
CCOC(=O)CNC(=O)N1CCN(Cc2nc3cccnc3n2-c2ccc(F)cc2)CC1,-1.1,-1.5
CC12C(=O)N(c3cccc(O)c3)C(=O)C1C1C=CC2C1 (configuration not stated),11.8,5.0
CC(=O)c1cccc(NC(=O)C2Oc3ccc(C)cc3NC2=O)c1 (configuration not stated),0.9,43.7
O=C1S/C(=C\C=C\c2ccccc2)C(=O)N1CNc1ccccc1Cl,5.9,4.0
CSCCC(NC(=O)c1cc(C(C)(C)C)oc1C)C(=O)O (configuration not stated),-1.3,0.0
CCOc1cc(C=O)ccc1OCC(=O)Nc1ccc(C)c(C)c1,-8.1,31.0
O=C(Nc1nncs1)c1ccco1,x,-4.2
Cc1nn(-c2ccccc2)c2[nH]cc(C(=O)Nc3ccccc3[N+](=O)[O-])c(=O)c12,-4.8,-17.7
Cc1ccc(CNC(=O)N2CCCC2c2nc(-c3ccc(F)cc3F)no2)cc1 (configuration not stated),-0.1,-1.2
O=C(O)c1ccc(CS(=O)(=O)Cc2ccccc2F)o1,0.2,0.0
CC(NC(=O)c1cc2cc(Br)ccc2oc1=O)c1ccccc1 (configuration not stated),-1.2,5.0
N#Cc1c(SCC(=O)Nc2nccs2)nsc1SCC(=O)Nc1nccs1,-3.9,-1.0
O=C(c1ccsc1)N1CCC2(C1)NCc1ccccc1NC2=NC1CCCC1 (configuration not stated),-3.8,14.6
O=C1CCC(=O)N1c1ccc(Sc2ccc([N+](=O)[O-])cc2)cc1,-3.6,5.2
C#CC1(OCC(O)CN2CCN(C)CC2)CCCCC1 (configuration not stated),-0.4,-1.3
CN(C)c1ccc(CNC(=O)C2(c3ccc(NS(C)(=O)=O)cc3)CCCCC2)cc1,9.3,31.2
CC(C)CC1NC2(CCN(C(=O)c3cccs3)CC2)N(C2CC2)C1=O (configuration not stated),-2.7,-1.5
CCN1CCCn2cc(S(=O)(=O)Nc3ccc(F)c(Cl)c3)cc2C1=O,0.4,3.8
COC(=O)NN=C(C)c1ccc(-c2ccccc2)cc1,6.0,x
O=C1OC(c2ccccc2)=C/C1=C/c1ccc(-c2ccc([N+](=O)[O-])cc2)o1,-10.4,17.0
COn1c(C)c(C(C)=O)c2c3nonc3ccc21,-7.7,x
COc1cccc(C2C(N3C(=O)c4ccccc4C3=O)C(=O)N2c2ccccc2OC)c1 (configuration not stated),-3.7,8.0
COc1cccc(CN2c3ccc(Br)cc3C(=O)CS2(=O)=O)c1,-1.7,15.2
Cc1cc(C)n(-c2ccnc(NCCc3ccccn3)n2)n1,-5.4,-2.0
CCCc1ccc(S(=O)(=O)N2CCCN(C3CCN(CCOC)C3=O)CC2)cc1 (configuration not stated),0.9,-6.6
C#CCNC(=O)CCc1nnc(-c2ccc(C(F)(F)F)cc2)[nH]c1=O,5.9,16.0
Cc1nn(C2CCS(=O)(=O)C2)c(C)c1CC(=O)N1CCN(S(C)(=O)=O)CC1 (configuration not stated),-4.6,-12.3
CC(C)OC(=S)Nc1cccc(Cl)c1,-13.9,x
CCOC(=O)N1CC(=O)Nc2ccc(Br)cc2C1c1ccccc1 (configuration not stated),-1.9,23.2
COc1ccccc1N1CCN(C(=O)c2ccc(C)c(Cl)c2)CC1,-3.7,0.8
CSc1cccc(NC(=O)NCCN2CCNC2=O)c1,-7.2,x
CCc1ccc(S(=O)(=O)NCCC2CCN(C(=O)c3ccccc3)CC2)cc1,-4.4,38.9

# Next part.
SMILES,Pf apPOL inh,mHTT CaM bind
O=C(O)c1ccc(N(Cc2ccccc2)S(=O)(=O)c2ccccc2)cc1,-1.9&13.6,1.5&5.1
CC(=O)N1c2ccccc2NC2=C(C(=O)CC(c3ccc(C(C)(C)C)cc3)C2)C1c1ccncc1 (configuration not stated),-4.7,29.0
COc1ccc(C=O)cc1CSc1nc2ccccc2c(=O)n1-c1ccccc1,0.1,1.1
COc1ccc(OC)c(NC(=O)c2cc(S(=O)(=O)NCc3ccc(C)cc3)ccc2F)c1,-1.8,16.0
Cc1ccc2c(c1)OCC(=O)N2Cc1nc(-c2cccc(Cl)c2)no1,-0.2,-14.7
CC(=O)Nc1ccc(S(=O)(=O)Nc2ccccc2C(=O)N2CCCC2)cc1,-3.7,-5.1
CCCc1cc2c(=O)c(-c3ccc(C(=O)OCC)o3)coc2cc1OC(C)=O,-7.2,-7.5
CC(Cc1ccccc1)NC(=O)c1ccccc1Cl (configuration not stated),-0.5,-10.5
CC(C)c1cc(C2CCCN2C(=O)Cn2nc(C(F)(F)F)c3c2CCCC3)on1 (configuration not stated),3.0,1.5
CCCCC(=O)Nc1c(-c2ccc(C)cc2)nc2cc(C)ccn12,5.7,29.7
CC(C)(C)c1ccc(C=C2Oc3cc(OS(C)(=O)=O)ccc3C2=O)cc1,-0.3,-1.6
Cc1c(C=O)c2ccccc2n1CC(=O)N1C(C)CCCC1C (configuration not stated),-8.5,-6.9
CCCCN(C)S(=O)(=O)c1ccc(C(=O)Nc2nnc(-c3ccc(OC)cc3OC)o2)cc1,-7.0,6.0
O=C1OCC(Cc2cccc(O)c2)C1Cc1cccc(O)c1 (configuration not stated),-11.1,x
CCOc1ccc(CCNC(=O)Cn2nnc(-c3ccc(OC)cc3)n2)cc1OCC,-4.8,76.0*
O=S(=O)(c1ccccc1F)N1CCN(S(=O)(=O)c2ccccc2F)CC1,-5.6,-3.4
O=C(C=Cc1ccc([N+](=O)[O-])cc1)c1cc2ccccc2oc1=O,0.9,1.6
Cc1ccsc1C1C=C(c2ccc(Br)cc2)Nc2nnnn21 (configuration not stated),1.4,-2.0
CCc1ccc(NCN2C(=O)c3ccccc3C2=O)cc1,0.7,9.0
c1cc(-c2nc3c4c5c(sc4ncn3n2)CCCCC5)ccn1,-8.1,4.9
CCCCNC(=O)c1cnn2c(C(F)(F)F)cc(-c3ccc(Br)cc3)nc12,-3.2,-4.0
O=C(NCCc1c[nH]c2ccccc12)c1cccs1,-5.2&5.4&-19.5,11.5
